Assay outcomes from PubChem BioAssay.
G9a inh – blocks human histone lysine methyltransferase G9a. hit rate 8.8% among 350,000. Potency, µM (top dose mostly 102 µM), for the others: top-dose activity, negative = inhibition, actives largely listed as inhibitors. Q96KQ7. G9a H3K9 monomethylation, AlphaScreen, 2 h; note: potency is the fitted concentration of half-maximal effect; % is set by controls: 0 for no effect and ±100 for the full control effect; nearly all actives have a fitted effect of over 75% in size
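AlphaScreen detection with an anti-monomethyl H3K9 antibody quantified product after a 2 h room-temperature reaction containing 500 nM biotinylated H3K9 peptide, 20 µM SAM and 20 nM enzyme, which had been preincubated 15 min with compound.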
JMJD2A Tudor – JMJD2A Tudor domain (human) inhibition; O75164; AlphaScreen JMJD2A-Tudor / H3K4me3 peptide binding; Potency, µM (top dose mostly 114 µM), for the others: at the top dose activity change, negative = inhibition, hits mostly inhibitors; hit rate 4.4% among 390,000; AID 504339; note: potency is the fitted concentration of half-maximal effect; % is set by controls: 0 for no effect and ±100 for the full control effect; nearly all actives have a fitted effect of over 50% in size
ERG-DNA inh – inhibitors of human ERG Ets domain-DNA interaction; fluorescence polarization, His-ERG Ets domain / labelled DNA; Potency, µM (highest dose often 76.9 µM), inactives show at the top dose FP activity, negative = inhibition, hits mostly inhibitors; hit rate 0.028% among 370,000; active = well fitted inhibition curve with a large enough effect in the polarisation, with a control signal flat; inconclusive = small, poorly fitted or top-dose-only effect, or effect the other way, or a change in a side signal; inactive = no such curve, though single readings can be large or run the other way; the % refers to the polarisation;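 note: polarization taken with two DNA probes labelled with fluorescein and Texas red; potency is the fitted concentration of half-maximal effect; % of control where 0% means no effect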
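His-tagged ERG Ets domain (1 uM in the protein solution; 300mM KCl, 50mM Tris-HCl, 1mM EDTA, 1mM DTT, pH 7.5) received compound, then a probe mix of 5 nM fluorescein-DNA and 100nM Texas-615-DNA. Fluorescence polarization was read for both dyes.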
HP1b binding inh – HP1-beta chromodomain-methylated histone interaction inhibition | P83916 | AlphaScreen HP1-beta / biotin-H3K9me3 peptide binding | Potency, µM (top dose mostly 114 µM), for the others: at the highest dose activity change, negative = inhibition, hits mostly inhibitors | hit rate 0.56% among 390,000; note: potency is the fitted concentration of half-maximal effect; nearly all actives have a fitted effect of over 70% in size; inactives centre near 23
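Compound inhibition of the preformed complex between 50 nM HP1-beta and 50 nM biotinylated H3K9me3 peptide was read by AlphaScreen. Buffer was PBS pH 7.4 with 0.01% Tween-20. Incubations ran 30 min at room temperature, with 10 ug/mL donor/acceptor beads.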
BAZ2B block – blocks human BAZ2B | Q9UIF8 | AlphaScreen BAZ2B-H3K14Ac peptide displacement | Potency, µM (series often up to 114 µM), inactives show top-dose activity change, negative = inhibition, hits mostly inhibitors | hit rate 4.4% among 360,000 | AID 504333; note: potency is the fitted concentration of half-maximal effect; % is set by controls: 0 for no effect and ±100 for the full control effect; nearly all actives have a fitted effect of over 60% in size
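BAZ2B 50 nM plus b-H3(5-23)K14Ac 50 nM, PBS pH 7.4/0.01% Tween-20, 30 min RT; compound added (max 110 uM), 30 min RT; streptavidin donor/Ni-chelate acceptor beads 10 ug/mL final, 20 min dark; AlphaScreen read.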
ALOX12 inh – blocks human arachidonate 12S-lipoxygenase; P18054; purified 12hLO, xylenol orange hydroperoxide absorbance; Potency, µM (highest dose often 108 µM), for the others: at the highest dose activity change, negative = inhibition, actives largely listed as inhibitors; hit rate 1.1% among 580,000; AID 1671190; note: potency is the fitted concentration of half-maximal effect; % is set by controls: 0 for no effect and ±100 for the full control effect
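Purified human 12hLO (150 nM final) in 25 mM Hepes, 0.01% Triton X-100, pH 7.0 was preincubated 15 min at room temperature with compound. Then 40 uM arachidonic acid was added, 30 min. Hydroperoxide was read by Fe-XO absorbance ratio 573/405 nm.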
RGS4 inh – human RGS4 inhibition; P49798; Transcreener GDP fluorescence polarization, RGS4-accelerated GTP hydrolysis; Potency, µM (doses to about 114 µM), inactives show top-dose activity change, negative = inhibition, most hits filed as inhibitors; hit rate 0.039% among 390,000; AID 504845; note: potency is the fitted concentration of half-maximal effect; % is set by controls: 0 for no effect and ±100 for the full control effect; nearly all actives have a fitted effect of over 75% in size; some results filed as inactive show a strong effect at the top dose
Target sequence (P49798 whole entry, looked up): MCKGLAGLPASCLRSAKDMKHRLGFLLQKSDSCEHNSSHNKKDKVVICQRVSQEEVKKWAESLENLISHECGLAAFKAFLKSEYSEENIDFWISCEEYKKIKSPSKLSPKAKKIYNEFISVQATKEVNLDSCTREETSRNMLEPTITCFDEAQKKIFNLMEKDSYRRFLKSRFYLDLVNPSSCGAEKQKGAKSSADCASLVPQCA
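MLSMR compounds (23 nl, pin-transferred) preincubated 10 min at room temperature with a 500nM (2x) first reagent, then RGS4 at 900nM (2x) plus Transcreener GDP mix added; fluorescence polarization (620/688 nm) read before and after 90 min at 30 °C.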
GLS inh – glutaminase GLS (human) inhibition; hit rate 0.21% among 410,000; Potency, µM (series often up to 45.5 µM), without a hit: at the highest dose activity change, negative = inhibition, usual class: inhibitors; AID 624170; GLS enzymatic activity, qHTS titration; note: potency is the fitted concentration of half-maximal effect; % is set by controls: 0 for no effect and ±100 for the full control effect
Target sequence (O94925 whole entry, looked up): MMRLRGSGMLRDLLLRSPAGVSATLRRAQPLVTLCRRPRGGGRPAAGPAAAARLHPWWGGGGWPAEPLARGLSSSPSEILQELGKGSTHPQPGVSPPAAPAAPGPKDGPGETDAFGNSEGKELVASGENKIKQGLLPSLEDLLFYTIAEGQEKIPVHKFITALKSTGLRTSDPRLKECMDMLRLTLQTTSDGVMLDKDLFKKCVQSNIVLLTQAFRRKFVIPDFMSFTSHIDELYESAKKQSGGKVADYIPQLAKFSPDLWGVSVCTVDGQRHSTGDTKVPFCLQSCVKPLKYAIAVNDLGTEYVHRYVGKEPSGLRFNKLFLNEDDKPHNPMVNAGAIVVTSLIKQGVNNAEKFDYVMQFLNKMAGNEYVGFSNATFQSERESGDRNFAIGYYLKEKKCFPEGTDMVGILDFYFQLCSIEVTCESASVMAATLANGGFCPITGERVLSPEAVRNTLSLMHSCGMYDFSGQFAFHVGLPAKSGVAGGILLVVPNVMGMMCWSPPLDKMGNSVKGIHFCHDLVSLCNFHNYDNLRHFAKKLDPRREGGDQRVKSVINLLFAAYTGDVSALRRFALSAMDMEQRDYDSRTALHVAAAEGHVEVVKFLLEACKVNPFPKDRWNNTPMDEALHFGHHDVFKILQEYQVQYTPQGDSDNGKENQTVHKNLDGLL
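Coupled fluorescence readout: glutamate oxidase/HRP/Amplex Red detect glutamate formed by hKGA from L-glutamine (1 mM solution added). Buffer 45 mM KH2PO4 pH 8.2, 0.02% Tween-20; reads at t0 and 30 min RT.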
PI4K2A inh – blocks human PI4K2A kinase activity; hit rate 0.13% among 420,000; Q9BTU6; purified PI4K2A, ADP-Glo luminescence, 1 h; active compounds read low; activity change, negative = inhibition, % at 76.9 µM; in the data active = activity change below about -50%; inconclusive = mostly about -30% to -49%;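 note: -100% = wells without enzyme as full effect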
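ADP-Glo luminescence measured ADP generated by PI4K2A enzyme (4 ug/mL before mixing) with 1.2 mM PI substrate (pre-mix) and 300 microM ATP (pre-mix). Tris pH7.5 buffer with MgCl2, Triton X-100; 1 h reaction at ambient temperature.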
The depositor's hits bear a star; i = inactive; ? = inconclusive; . = not tested or not shown; & = joins results of further samples; ! = not confirmed by another sample; [ ] = dose if it differs, or a comment. Unless noted, calls come from the whole dose curve; as a rule, active = well fitted curve in the direction sought with a large enough effect; inconclusive = small, poorly fitted or top-dose-only effect, or another doubt; inactive = no such curve, though single readings can be large; an effect the other way counts as inactive or inconclusive. Only part of the results is shown; count on the stated rates, not on these rows.

SMILES	G9a inh	JMJD2A Tudor	ERG-DNA inh	HP1b binding inh	BAZ2B block	ALOX12 inh	RGS4 inh	GLS inh	PI4K2A inh
CC(=O)Nc1ccc(NC(=O)C2CCCN(S(=O)(=O)c3ccc4c(c3)CCCC(=O)N4)C2)cc1 (stereo unspecified)	-26%[59 µM]	-8%	-1%	11%	7%[57.1 µM]	-11%	7%	-3%	1
CCCc1cc(=O)n2[nH]c(NCc3cccs3)nc2n1	-36%[59 µM]	-1%	-9%	39%	-25%	-17%	-17%	-15%	2
Cc1cccc(NC(=O)c2sc3nc(N4CCOCC4)c4c(c3c2N)CCCC4)c1	6%[0.501 µM]	9%	-1%	25%	-2%	14%	18%	13%	2
Cc1onc(-c2c(Cl)cccc2Cl)c1C(=O)N[C@@H]1C(=O)N2[C@@H]1SC(C)(C)[C@@H]2C(=O)O	-26%[59 µM]	-19%&0%	-4%&7%	?	8%&1%	?	17%&-5%	10µM*!	-3&3&-5
O=C1Nc2ccccc2C1(O)Cc1ccncc1 (stereo unspecified)	12%[59 µM]	8%	8%	32%	-21%	0%	-7%	0%	6
Cc1ccc(OCC(=O)N2C(C)CCCC2C)c([N+](=O)[O-])n1 (stereo unspecified)	.	-10%	0%	26%	.	-2%	-9%	2%	5
CCCCc1ccc(S(=O)(=O)Nc2cc(C)on2)cc1	?	-11%	.	34%	9%	-12%	13%	-1%	-1
O=C(COC(=O)c1ccccc1F)NNC(=O)c1ccccc1	14%[0.501 µM]	-3%	3%	41%[activator]	7%	-1%	-20%	1%	0
C/C=C\C=C/C(=O)Nc1cccc(C2=NOC3(C2)C[C@@H](C(N)=O)N(C(=O)COc2ccc(Cl)cc2)C3)c1 (stereo partly specified)	?	71µM*	14%	?	?	?	?	?	7
O=C(C1COc2ccccc2O1)N1CCN(c2nc3ccccc3s2)CC1 (stereo unspecified)	-1%	-16%	-11%	18%	-19%	-46%	-1%	7%	5
CCOc1ccc(-c2c(=O)n(OCc3ccccc3Br)c3ccccc3[n+]2[O-])c(OCC)c1	33%[12.7 µM]	-3%	-13%	46%[activator]	-21%	18%	-11%	1%	-1
O=C(CN(CCO)c1ccccc1)Nc1cccc(S(=O)(=O)N2CCCC2)c1	2%	-16%	15%	18%	.	-5%	-6%	-6%	-5
COc1cc(C)c2occ(/C(C)=N\O)c2c1	14%[59 µM]	-16%	5%	4%	.	0%	0%	15%	-3
CC(C)C1Oc2ccccc2N(CC(=O)NC2CCCCC2)C1=O (stereo unspecified)	15%	6%	-1%	17%	-3%	-11%	2%	9%	2
Cc1nc(NC(=S)NC(=O)c2ccccc2)sc1C	.	-5%[11.4 µM]	0%	48%[activator]	?	15%	4%[11.4 µM]	-2%	6
COc1ccccc1/C=C/C(=O)Nc1cccc(C(C)=O)c1	6%	-16%	2%	7%	-5%	0%	-22%	-8%	2
Cc1cc2c(c(N)n1)c(=O)oc1ccccc12	-1%	-7%	0%	33%	19%	358%[activator]	-1%	-1%	4
C[C@H](CO)N1C[C@H](C)[C@@H](CN(C)C(=O)Nc2ccc(C(F)(F)F)cc2)Oc2c(NC(=O)Nc3ccc4c(c3)OCO4)cccc2C1=O	.	?	7%	30%	.	-59%	-3%	2%	5
Cc1ccccc1SCC(=O)Nc1cc(C(F)(F)F)ccc1N1CCOCC1	20%	21%	-1%	56%[activator]	54%[activator]	.	7%	-5%	-5
COc1ccc(CNc2ccc3c(c2)ncn3C)cc1OC	40µM*	-25%	4%	36%	-22%	0%	-33%	-16%	-6
Cc1noc(/C=C/c2ccccc2F)c1S(=O)(=O)N1CCC(C(=O)N2CCOc3ccccc32)CC1	4%[59 µM]	-19%	1%	11%[57 µM]	-2%	-18%	0%	-4%	0
Cc1cc(/C=C(\C#N)C(=O)NCCc2c[nH]c3ccccc23)c(C)n1C	?	?	0%	-15%	?	-27%	-9%	10%	-3
COc1ccc2c(C)c(CCC(=O)NCc3ccccc3Cl)c(=O)oc2c1C	4%[59 µM]	-16%	2%	32%	-2%	-21%	0%	7%	-3
CC(C)Oc1ccc(C(=O)N2CCCC2C(=O)O)cc1 (stereo unspecified)	-5%	-11%	4%	31%	5%	1%	-3%	-2%	5
CCOC(=O)C1CCN(Cc2cnc(Oc3ccc(Cl)cc3C)s2)CC1	37%[activator]	-10%	-5%	25%	3%	-14%	-1%	0%	-1
(listing goes on)
SMILES	G9a inh	JMJD2A Tudor	ERG-DNA inh	HP1b binding inh	BAZ2B block	ALOX12 inh	RGS4 inh	GLS inh	PI4K2A inh
O=C(Nc1nc(=S)ss1)c1ccc(Cl)cc1Cl	?	-4%[57.1 µM]	-3%	?	-27%	?	10%[11.4 µM]	-1%	-7
Cc1nn(CCC(=O)N2CCN(S(=O)(=O)c3ccccc3)CC2)c(C)c1C	16%	16%	6%	17%	-14%	-19%	9%	-8%	3
COc1ccccc1C(=O)N/N=C/c1c[nH]c2ccccc12	13%	-6%	-10%	38%	-13%	i	-5%	3%	0
O=C(NC1CCCC1)c1ccc2c(=O)n(Cc3ccccc3)c(SCc3cccc(F)c3)nc2c1	21%[59 µM]	5%	12%	11%[57 µM]	7%	-6%	9%	2%	4
COCCNC(=S)N(CCCO)Cc1cc2cc3c(cc2[nH]c1=O)OCCO3	-3%	-14%	1%	17%	3%	14%	-3%	-7%	5
O=C(Nc1ccc2c(c1)OCCO2)C1CCC1	18%[12.7 µM]	-9%	6%	-4%	8%	19%	5%	-2%	4
O=C(COC(=O)CCS(=O)(=O)c1ccccc1)NC(=O)c1ccc(OC(F)F)cc1	9%	-3%	0%	28%	7%	24%	12%	1%	2
Cc1cc(C)cc(N(CC(=O)N2CC=C(c3ccccc3)CC2)S(=O)(=O)c2c(C)noc2C)c1	?	-20%	3%	36%	11%	43%[activator]	7%	0%	-2
Cc1c(C)c2cc(Cl)c(OCC(=O)NCCCn3ccnc3)cc2oc1=O	48%	-9%	10%	37%	-26%	19%&25%	-8%	-17%	4
COc1ccc(-c2n[nH]c(=S)n2-c2ccc(C)cc2)cc1OC	4µM*	6.3µM*	5%	27%	-14%	?	-51%	-11%	-4
Cc1ccc2nc(SCc3nc4c(cnn4-c4ccccc4)c(=O)[nH]3)[nH]c2c1	.	-24%	-5%	9%	-2%	0%	1%	2%	3
COc1ccc(OCC(O)Cn2c(Nc3ccccc3)nc3c2c(=O)n(C)c(=O)n3C)cc1 (stereo unspecified)	17%[59 µM]	-4%	4%	5%	4%	?	-2%	11%	-2
Cc1ccc(NC(=O)C2(c3ccccc3)CC2(Cl)Cl)cc1C (stereo unspecified)	-4%[12.7 µM]	17%	-8%	68%[activator]	5%	0%	-29%	-3%	3
CCOCCSC1=C(C#N)C(c2cccs2)C(C(C)=O)=C(C)N1 (stereo unspecified)	?	-1%	-6%	44%[activator]	10%	0%	?	24%	-2
CCOc1ccccc1NC(=O)CCS(=O)(=O)c1ccc2c(c1)CCN2C(C)=O	14%	?	-3%	-3%	-20%	-19%	-78%[56.9 µM]	-1%	9
CC(=O)Nc1ccc(N/C=C/C(=O)c2ccc(C)o2)cc1	13%[59 µM]	-26%	-3%	19%	-9%	-20%	-4%	27%	3
CCc1cccc(C)c1NC(=O)c1cccc(N(C)C)c1	?	-15%	6%	9%	89µM*	22µM*	-54%	37%[activator]	16
CCOc1ccc(-c2nc(-c3cccnc3)no2)cc1OCC	-31%[59 µM]	-12%	0%	24%	4%	-7%	-17%	0%	2
O=c1n(Cc2ccc([N+](=O)[O-])cc2)c2ccccc2c2nc(-c3ccccc3)nn12	5%[59 µM]	-17%	5%	17%	-22%	-16%	-5%	-10%	-8
